# Menin MLL FP TR: displaces Texas Red mutant MLL peptide from human menin; hit rate 0.23% among 270,000; O00255; Menin + Texas Red MLL mutant peptide, fluorescence polarization; AID 1768; Potency, µM (series often up to 61.6 µM), inactives show at the highest dose FP activity change, negative = inhibition, most hits filed as inhibitors; active = well fitted inhibition curve with a large enough effect in the polarisation, with a control signal flat, not every such curve was filed as active; inconclusive = small, poorly fitted or top-dose-only effect, or effect the other way, or a change in a side signal; inactive = no such curve, though single readings can be large or run the other way; the % refers to the polarisation; note: potency is the fitted concentration of half-maximal effect; % of control where 0% means no effect; many of its hits are not listed in these tables
# Mito fusion act: mitochondrial division inhibition or fusion activation; hit rate 0.23% among 320,000; Potency, µM (top dose mostly 46.1 µM), for inactives: at the top dose growth rescue (activation), actives largely listed as activators; AID 485298; S. cerevisiae fusion-defective mutant growth rescue, CellTiterGlo 48 h;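 note: potency is the fitted concentration of half-maximal effect; % of control where 0% means no effect; nearly all actives have a fitted effect of over 45% in size; temperature-sensitive fusion mutants such as fzo1-1 at 37 °C on non-fermentable ethanol glycerol medium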
#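 Read-out: ATP-based luminescence (CellTiterGlo, 10 min ambient) reporting growth of fusion-defective ts yeast after 48 hours at 37C on glycerol/ethanol YPEG medium in the presence of compound.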
# PKM2 activator: increases activity of human pyruvate kinase M2 | purified PKM2, Kinase-Glo ATP luminescence, activation; response scale: 0% is enzyme alone, no compound | Potency, µM (titrated, usually from 57.5 µM), for inactives: top-dose activation, most hits filed as activators | hit rate 0.34% among 260,000 | AID 1631; note: potency is the fitted concentration of half-maximal effect; % is set by controls: 0 for no effect and ±100 for the full control effect; nearly all actives have a fitted effect of over 55% in size
#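 Kinase-Glo luminescence reports ATP generated from ADP (0.1 mM) and PEP (0.5 mM) by purified hPK-M2 after 1 h at room temperature, pH 7.2 imidazole buffer; intermediate enzyme activity allows detecting inhibitors and activators.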
# MBNL1 CUG block: MBNL1-poly(CUG) RNA binding inhibition; Q9NR56; hit rate 0.036% among 280,000; Potency, µM (titrated, usually from 57.5 µM), for the others: at the top dose activity change, negative = inhibition, most hits filed as inhibitors; TR-FRET MBNL1-His/biotin-(CUG)12 binding, 665/545 ratio; active = well fitted inhibition curve with a large enough effect in the signal ratio, with a control signal flat, not every such curve was filed as active; inconclusive = small, poorly fitted or top-dose-only effect, or effect the other way, or a change in a side signal; inactive = no such curve, though single readings can be large or run the other way; the % refers to the signal ratio; note: potency is the fitted concentration of half-maximal effect; % is set by controls: 0 for no effect and ±100 for the full control effect
#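 Compounds (final 92 nM to 58 uM) are added to His-tagged MBNL1 and biotin-(CUG)12, then terbium anti-His antibody and streptavidin-XL665 (5 nM final). After 60 min at room temperature, the 665/545 nm ratio is read.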
# S-ASM inh: blocks human secretory acid sphingomyelinase. Potency, µM (titrated, usually from 57.5 µM), without a hit: at the highest dose activity change, negative = inhibition, actives largely listed as inhibitors. AID 504937. hit rate 0.006% among 340,000. P17405. placental ASM, HMU-PC fluorogenic substrate, 60 min; note: potency is the fitted concentration of half-maximal effect
#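 Steps: dispense placental human ASM, pin compound, wait 10 min at room temperature, add HMU-PC0 substrate at 9 uM final, incubate 60 min at 37 °C, add stop solution raising pH to 10, read fluorescence.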
# GALK inhibitor: inhibitors of human galactokinase; P51570; Purified GALK, Kinase-Glo residual ATP luminescence; Potency, µM (top dose mostly 57.5 µM), for inactives: at the top dose activity change, negative = inhibition, most hits filed as inhibitors; hit rate 0.007% among 270,000; AID 1868; note: potency is the fitted concentration of half-maximal effect; % is set by controls: 0 for no effect and ±100 for the full control effect
# Target sequence (P51570 whole entry, looked up): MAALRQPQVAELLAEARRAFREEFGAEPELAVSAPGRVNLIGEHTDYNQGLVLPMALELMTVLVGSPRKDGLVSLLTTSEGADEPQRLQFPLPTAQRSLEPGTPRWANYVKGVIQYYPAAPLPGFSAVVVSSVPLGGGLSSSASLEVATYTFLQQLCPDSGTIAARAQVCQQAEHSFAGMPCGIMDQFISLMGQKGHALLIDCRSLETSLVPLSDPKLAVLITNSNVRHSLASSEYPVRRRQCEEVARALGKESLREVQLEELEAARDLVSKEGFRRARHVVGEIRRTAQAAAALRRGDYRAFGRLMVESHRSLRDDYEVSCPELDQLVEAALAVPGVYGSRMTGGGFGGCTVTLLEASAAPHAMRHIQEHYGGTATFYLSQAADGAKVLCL
#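 ATP-depletion format; final 35 uM ATP, 100 uM D-galactose, 5 nM enzyme; pH 8.0 HEPES/Mg2+ buffer; 60 min RT; luminescence read 10 min after detection reagent.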
# USP2a block: inhibitors of human ubiquitin-specific protease USP2a; hit rate 0.01% among 330,000; AID 463254; Potency, µM (titrated, usually from 38.3 µM), without a hit: at the top dose activity change, negative = inhibition, usual class: inhibitors; USP2 core, Ub-CHOP2 coupled fluorogenic reporter, 485/531; O75604;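 note: potency is the fitted concentration of half-maximal effect; plate controls were DMSO wells for no effect and full inhibition by NEM control for full effect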
#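 USP2 core (10nM final) preincubated 30min RT with compound in 20mM Tris-HCl pH 8.0, 2mM CaCl2, 2mM beta-mercaptoethanol, 0.05% CHAPS; 25nM Ub-CHOP2 plus 25nM reporter substrate added, fluorescence (Ex485/Em531) read after 60min.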
# hERG WT inh: blocks the wildtype human KCNH2 potassium channel | activity change, % at 1.84 µM | Q12809 | hit rate 0.37% among 340,000 | U2OS, BacMam KCNH2, thallium flux FluxOr; stronger effect = lower value | AID 720551;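 active = maximum activity change below -70%; inconclusive = maximum activity change between -70% and -50%; inactive = maximum activity change above -50%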; note: % is set by controls: 0 for no effect and ±100 for the full control effect
#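 U2OS cells were transduced with wild-type KCNH2 virus (2.03 x 10^8 / mL) for 4 h at room temperature, then cultured overnight at 37 C. Thallium flux was read with FluxOr dye. Rate constants were normalized to DMSO controls.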
# Eya2 phos inh: blocks the phosphatase activity of human Eya2; hit rate 0.006% among 330,000; O00167; Potency, µM (top dose mostly 76.9 µM), for the others: at the top dose activity, negative = inhibition, usual class: inhibitors; recombinant Eya2, OMFP fluorescence dephosphorylation (OMFP is methylfluorescein phosphate); AID 488837; note: potency is the fitted concentration of half-maximal effect; % is set by controls: 0 for no effect and ±100 for the full control effect
# Target sequence (O00167 whole entry, looked up): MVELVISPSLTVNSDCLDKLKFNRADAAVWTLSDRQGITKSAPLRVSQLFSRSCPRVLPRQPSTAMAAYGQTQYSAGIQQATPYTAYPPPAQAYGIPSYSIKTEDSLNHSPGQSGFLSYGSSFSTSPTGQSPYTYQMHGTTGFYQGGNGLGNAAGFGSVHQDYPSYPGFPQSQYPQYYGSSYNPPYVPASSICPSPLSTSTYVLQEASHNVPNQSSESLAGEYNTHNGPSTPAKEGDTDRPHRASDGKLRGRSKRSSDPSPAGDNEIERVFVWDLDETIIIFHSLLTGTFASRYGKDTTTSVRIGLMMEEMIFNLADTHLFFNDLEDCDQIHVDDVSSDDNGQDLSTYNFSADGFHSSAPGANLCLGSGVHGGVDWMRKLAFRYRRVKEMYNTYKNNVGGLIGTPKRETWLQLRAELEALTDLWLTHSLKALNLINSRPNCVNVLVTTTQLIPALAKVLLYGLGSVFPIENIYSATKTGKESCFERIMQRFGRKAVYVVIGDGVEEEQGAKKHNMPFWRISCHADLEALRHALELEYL
#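 Eya2 protein (added as 0.2 uM solution) was preincubated with compound for 10 min at ambient temperature in 50 mM HEPES pH 7.5, 50 mM NaCl, 5 uM MgCl2, 0.05% BSA, 1 mM DTT. OMFP (added at 50 uM) then reacted 10 min; fluorescence read at 485/525 nm.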
# Chronic BCR inh: chronic active BCR signaling inhibition | AID 493014 | ABC-DLBCL IkBa-CBG/CBR reporter, luminescence ratio, 4 h | hit rate 0.05% among 340,000 | Potency, µM (series often up to 46.1 µM), for inactives: at the top dose ratio change, negative = lower green/red ratio, usual class: inhibitors; active = well fitted inhibition curve with a large enough effect in the signal ratio, with a control signal flat, not every such curve was filed as active; inconclusive = small, poorly fitted or top-dose-only effect, or effect the other way, or a change in a side signal; the % refers to the signal ratio;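 note: potency is the fitted concentration of half-maximal effect; plate controls were basal doxycycline-induced cells for no effect and cells given 10 µM MG132 for full effect; MG132 reads +100%, hits lower the ratio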
#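 Cell line TMD8 (human ABC DLBCL), stably expressing tet-inducible CBG68-IkBa fusion and CBR; IMDM/0.5% FBS; cpd up to 46 uM; dox induction, 4 h, 37C/5% CO2; dual luminescence; green/red ratio; MG132 control.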
# TSHR antagonist: blocks TSH signaling through the human TSH receptor; activity change, negative = inhibition, % at 11.5 µM; AID 504810; P16473; hit rate 0.2% among 330,000; TSHR-expressing cells, TSH-stimulated cAMP HTRF, 2 h; stronger effect = lower value;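 active = activity change below a set negative limit, meaning inhibition stronger than a set level, cut at about -70% in these data; inconclusive = activity change between two set negative limits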; note: % is set by controls: 0 for no effect and ±100 for the full control effect
#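 TSHR-expressing cells were treated with compounds, then stimulated with TSH at EC80 (4nM final) for 2 hours at 37 deg C. Cellular cAMP was measured by HTRF competition between lysate cAMP and cAMP-d2 for a cryptate-labelled anti-cAMP antibody.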
# Numbers without * were called inactive; ? = inconclusive; / = not tested or not shown; [ ] = dose if it differs, or a comment. Unless noted, calls come from the whole dose curve; as a rule, active = well fitted curve in the direction sought with a large enough effect; inconclusive = small, poorly fitted or top-dose-only effect, or another doubt; inactive = no such curve, though single readings can be large; an effect the other way counts as inactive or inconclusive. The list is partial; count on the stated rates, not on these rows.
SMILES,Menin MLL FP TR,Mito fusion act,PKM2 activator,MBNL1 CUG block,S-ASM inh,GALK inhibitor,USP2a block,hERG WT inh,Eya2 phos inh,Chronic BCR inh,TSHR antagonist
COCCNC(=O)C(=O)N/N=C(\C)CC(=O)Nc1ccc2c(c1)OCO2,-6%,-1%[9.22 µM],-1%,2%,5%,0%,-4%,-13,-3%,?,7
O=C(COC(=O)CNC(=O)c1ccccc1F)Nc1ccc2[nH]c(=O)[nH]c2c1,/,-5%,/,/,4%,/,3%,11,12%,?,-3
CC1(C)Cc2c(sc3nc(-c4ccccc4)oc(=O)c23)CO1,-6%,-1%,1%,5%,20%,1%,-2%,-10,-5%,?,1
Cc1ccc(S(=O)(=O)N(C)S(=O)(=O)c2ccc(C#N)cc2)cc1,-18%,17%,/,-10%,/,4%,1%,/,7%,1%,6
Cc1ccc(OCC(=O)N/N=C2/SCC(=O)N2Cc2ccccc2)cc1,0%,4%,-2%,/,4%,2%,2%,-1,-6%,0%,2
Cc1cc(C)cc(NC(=O)CCc2c(C)nn(-c3ccc(N4CCOCC4)nn3)c2C)c1,-18%,-8%,/,5%,-1%,1%,6%,-4,-4%,-2%,-5
Cc1c(NC(=O)c2ccc3c(c2)C(=O)N(Cc2ccco2)C3=O)cccc1C(=O)O,3%,-2%,4%,?,6%,-3%,3%,7,3%,-20%,5
O=c1oc2ccccc2c(O)c1/C=N/c1ccccn1,-7%,-1%,-6%,-2%,3%,1%,4%,7,1%,?,-2
Cn1c(-c2sccc2OCc2cccc(C(F)(F)F)c2)n[nH]c1=S,-15%,10%,-13%,-1%,-4%,4%,0%,-2,8%,2%,-32
CCCc1nc2n[nH]c(N)c2c2c1CCCC2,-1%,0%,10%,5%,1%,-1%,-1%,8,-4%,-7%,-5
O=C(NNC(=O)c1ccco1)Nc1ccccc1,/,6%,-4%,-13%,/,-1%,0%,-9,-1%,5%,29
COc1ccccc1Cn1c(=S)[nH]c2cc(C(=O)N3CCN(C)CC3)ccc2c1=O,4%,1%,7%,-12%,-1%,-2%,3%,2,9%,4%,-5
Brc1cc2c(cc1Br)OCCOCCOCCO2,/,-1%,5%,7%,5%,2%,0%,2,-8%,-10%,-3
CCC(C)NC(=O)c1ccc2c(c1)S(=O)(=O)c1ccccc1C2=O (stereo not drawn),/,-1%,10%,-9%,-1%,-7%,4%,-1,18%,0%,42
CCCCC[C@H]1CN(CCc2ccccc2)C(=O)[C@@H]1CC(=O)NCc1ccc(OC)cc1,-19%,14%,-1%,1%,-8%,/,-8%,1,-12%,-28%,-29
COc1nc(OC)nc(N2CCC(C(=O)NC3CCCCCC3)CC2)n1,15%,2%,4%,-7%,6%,1%,3%,5,11%,-4%,2
CCn1c2ccccc2c2cc(NC(=O)c3cc(OC)c(OC)c(OC)c3)ccc21,49%[activator],2%,2%,-18%,-22%,-3%,0%,2,-8%,?,13
O=C(CCNC(=O)c1ccco1)NCc1ccccc1,-6%,0%,2%,-9%,0%,5%,3%,-2,-2%,-11%,0
Cc1cc(NC(=O)CSC2=Nc3ccccc3C3=NC(Cc4ccccc4)C(=O)N23)n[nH]1 (stereo not drawn),-10%,7%,4%,0%,14%,-3%,1%,-6,1%,-7%,-7
CC(C)(C)C1CCc2onc(C(=O)N3CCOCC3)c2C1 (stereo not drawn),-25%,11%,2%,-13%,7%,0%,2%,-20,-19%,13%,-1
CCN(Cc1ccccc1)C(=O)c1cc(COc2c(F)cccc2F)on1,/,-8%,1%,2%,4%,2%,2%,6,-25%,?,-11
CC(=O)C[C@H](O)CC(=O)[C@H]1OC(=O)CC/C=C\Cc2ccccc21,/,-1%,/,/,-2%,/,1%,0,6%,0%,16
Cc1cccc(OCCn2c(S(=O)(=O)O)nc3ccccc32)c1,42%[activator],-2%,-4%,5%,6%,0%,1%,-26,13%,15%,-5
COc1ccccc1Nc1c2c(nc3ccccc13)CCC2,?,-11%,/,4%,-3%,1%,3%,9,-7%,-7%,-2
COc1cccc(N2CC(NS(=O)(=O)c3cccs3)CC2=O)c1 (stereo not drawn),/,-4%,/,/,1%,/,1%,-5,2%,-4%,3
COC(=O)c1ccc(CSc2nnc(C)n2N)o1,-6%,-8%,0%,-22%,3%,1%,2%,2,11%,1%,16
NNC(=O)Cn1nnc(-c2ccc(C(F)(F)F)cc2)n1,/,1%,-1%,-5%,-3%,3%,2%,28,-7%,-8%,-3
CC(C)N(Cc1nc(-c2ccc(Cl)cc2)no1)C(=O)C(c1ccccc1)c1ccccc1,3%,5%,-2%,-5%,-17%,0%,0%,-2,4%,0%,-4
Cc1oc(/C=N/NC(=O)CN(c2ccccc2Br)S(C)(=O)=O)cc1Br,3%,1%,5%,5%,-8%,-3%,0%,-5,-20%,?,-14
Cc1c(Br)c([N+](=O)[O-])nn1CC(=O)NCc1ccccc1,17%,-20%,-2%,?,1%,1%,3%,-7,5%,0%,7
O=C(Nc1nc(-c2cc(Cl)sc2Cl)cs1)c1cccs1,-24%,17%,-3%,2%,-11%,0%,0%,-3,-24%,?,-34
CCN(CC)CCCOC(=O)c1ccc(OC)cc1O,1%,-1%,-1%,-1%,2%,6%,3%,7,-1%,0%,-3
CCOc1cc(/C=C/C(=O)O)ccc1OCCOc1ccccc1,/,15%,/,6%,8%,1%,3%,1,8%,1%,-15
CC1(C)CC2C1CCC1(O)CC2(C)CCC1N(O)c1ccc(C(=O)NCCO)cn1 (stereo not drawn),/,-5%,/,/,1%,/,3%,12,-12%,0%,-7
CCOP(=O)(CN(CC)C(=O)c1ccccc1Br)OCC,/,-5%,3%,-1%,0%,9%,-1%,-4,6%,0%,-7
CCc1ccc(NC(=O)N(C2CCCCC2)C(C)c2cccnc2)cc1 (stereo not drawn),1%,-2%,3%,0%,5%,-2%,3%,-1,-16%,1%,-5
Cc1c(Cl)cnc(NC(=O)CSc2nncs2)c1Cl,-7%,-2%,-12%,-16%,7%,0%,1%,6,-2%,9%,-8
O=C(Cc1ccc(-c2ccccc2)cc1)NC1CCCC1,?,-1%,0%,-2%,0%,-2%,9%,0,20%,0%,-21
N#Cc1ccc(OCC(=O)NC2=NCCS2)cc1,1%,-6%,-2%,/,4%,-8%,3%,-4,-1%,12%,-1
CC1=CC(=O)C=C(C)C1=NOC(=O)c1cccc([N+](=O)[O-])c1,1%,1%,12%,?,-2%,-1%,4%,-9,6%,?,-1
CC(C)Cn1cnc2c(c1=O)c1nc3ccccc3nc1n2Cc1ccc2c(c1)OCO2,18%,-2%,-24%,3%,/,1%,3%,/,17%,29%,33
O=C(NCCN1CCN(c2ccccc2)CC1)C1CCN(S(=O)(=O)N2CCOCC2)CC1,3%,-2%,1%,-5%,1%,-2%,1%,4,-8%,-1%,-5
Cc1ccccc1OCc1ccc(C(=O)N2CC(C)OC(C)C2)o1 (stereo not drawn),-27%,24%,-3%,-6%,-2%[11.5 µM],-2%,-2%,-4,-4%,-1%,15
CC(=O)Nc1cccc(C(=O)OC(C(=O)c2ccc(C)cc2)c2ccccc2)c1 (stereo not drawn),5%,-13%,-3%,-4%,?,-1%,-10%,-22,-17%,?,12
O=C1CC(N2CCN(C(c3ccccc3)c3ccccc3)CC2)C(=O)N1Cc1ccc(N2CCCC2=O)cc1 (stereo not drawn),-1%,-8%,2%,-8%,0%,-1%,1%,-1,2%,7%,13
Cc1ccc(CN(C)C(=O)C2CCCN2C(=O)c2cccs2)o1 (stereo not drawn),2%,2%,14µM*,-3%,-2%,3%,2%,-18,0%,?,-5
COc1cc2c(-c3ccc4c(c3)OCO4)c(-c3ccsc3)oc(=O)c2cc1OC,/,/,/,/,12%,/,1%,-1,6%,?,-6
N#Cc1cn(N2CCCCC2)c(=O)[nH]c1=O,2%,-3%,/,-5%,0%,0%,-1%,-8,-13%,5%,-9

# Bioassay records as filed in PubChem BioAssay.
